# Bioassay records as filed in PubChem.
# CYP2C9 act: CYP2C9 (human) activation; P11712; recombinant CYP2C9, luciferin-H conversion, luminescence; hits give high values; factor 1 = untreated enzyme, 0 = blocked; activation factor at 5 µM; 96,000 compounds, 1.4% hits; AID 1024;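 active means activation factor of 2 or more for CYP2C9 at a 5 µM dose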;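 further: 0 = sulfaphenazole-blocked wells and 1 = vehicle-only wells; values of inactives mirror those of a sister screen read the other way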
# Target sequence (P11712 whole entry, looked up): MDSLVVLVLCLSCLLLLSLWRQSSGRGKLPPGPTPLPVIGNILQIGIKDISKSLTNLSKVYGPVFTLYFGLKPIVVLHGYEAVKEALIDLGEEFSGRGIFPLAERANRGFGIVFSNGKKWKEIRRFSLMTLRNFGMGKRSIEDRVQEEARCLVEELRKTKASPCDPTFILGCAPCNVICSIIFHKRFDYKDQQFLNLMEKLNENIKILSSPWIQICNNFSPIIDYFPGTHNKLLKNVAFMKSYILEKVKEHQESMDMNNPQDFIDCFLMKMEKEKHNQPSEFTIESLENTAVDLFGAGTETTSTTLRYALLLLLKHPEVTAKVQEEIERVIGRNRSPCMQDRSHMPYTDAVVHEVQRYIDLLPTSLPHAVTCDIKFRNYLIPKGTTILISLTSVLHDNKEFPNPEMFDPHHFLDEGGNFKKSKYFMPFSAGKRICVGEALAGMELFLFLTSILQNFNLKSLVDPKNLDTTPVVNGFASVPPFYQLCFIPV
# DAT uptake mod: changed human dopamine transporter uptake under cocaine IC80 | Q01959 | LLC-PK1 hDAT cells, [14C]-dopamine uptake with cocaine IC80; actives deviate in either direction | B-score at 10 µM | 110,000 compounds, 1.3% hits;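 active means Z score or B-score, a plate-position-corrected score, falls beyond the plate's 99.7% confidence bounds, in either direction; inactive means both scores lie inside the 99.7% bounds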;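 further: scored against the spread of the other compound wells on the same plate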
# CYP2C19 inh: inhibitors of human CYP2C19. AID 778. CYP2C19 Supersomes, luciferin-H EGE luminescence, 30 min. P33261. 96,000 compounds, 21% hits. inhibition, % at 5 µM;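 active means CYP2C19 inhibition above a set limit at 5 µM in the primary screen, cut at about 50% in these data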;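 further: plate controls were negative control wells for no effect and 2.5 mM tranylcypromine positive control for full effect; values of inactives mirror those of a sister screen read the other way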
# Target sequence (P33261 whole entry, looked up): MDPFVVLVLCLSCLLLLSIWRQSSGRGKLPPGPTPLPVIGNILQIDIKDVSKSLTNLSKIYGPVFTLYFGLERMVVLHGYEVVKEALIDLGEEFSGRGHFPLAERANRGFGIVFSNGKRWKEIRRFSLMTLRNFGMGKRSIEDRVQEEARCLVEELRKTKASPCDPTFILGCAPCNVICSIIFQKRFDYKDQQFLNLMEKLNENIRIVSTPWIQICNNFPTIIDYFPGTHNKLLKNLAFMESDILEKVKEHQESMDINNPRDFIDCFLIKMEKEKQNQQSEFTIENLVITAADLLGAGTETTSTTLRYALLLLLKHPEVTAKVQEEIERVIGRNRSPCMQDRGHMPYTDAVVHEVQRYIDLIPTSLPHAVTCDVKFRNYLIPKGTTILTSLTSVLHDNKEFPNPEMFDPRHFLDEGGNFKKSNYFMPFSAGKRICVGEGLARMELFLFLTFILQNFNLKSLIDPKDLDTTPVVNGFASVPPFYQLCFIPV
# IL1B cytotox: toxic to HUVEC cells under IL-1B stimulation. HUVEC cell count loss, Hoechst imaging, IL-1B stimulated. cell count reduction, % at 2 µM. 94,000 compounds, 0.41% hits. AID 845;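 active means cell count reduction more than 3 SD above the screen-wide mean, cut at about 70% in these data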;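 further: normalized per plate to untreated control cells as the no-loss baseline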
# TNFa cytotox: HUVEC cytotoxicity counter-screen, TNF alpha stimulated; cell count reduction, % at 2 µM; 93,000 compounds, 0.17% hits; HUVEC TNFalpha-stimulated, Hoechst cell count, imaging; AID 848;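 active means cell count reduction exceeding the screen mean by over 5 SD, scaled to untreated wells per plate, cut at about 78% in these data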;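 further: cells counted after 24 h of TNF alpha exposure following the 1 h pretreatment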
# CYP2C19 act: increases human CYP2C19 enzyme activity | activation factor at 5 µM | P33261 | recombinant CYP2C19, luciferin-H EGE luminescence; hits give high values; 0 = fully inhibited enzyme, 1 = untreated enzyme | 96,000 tested, under 10 active | AID 1025;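 active means activation factor of at least 2 at 5 µM in the primary screen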;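 further: 0 = wells with 2.5 mM tranylcypromine and 1 = vehicle-only wells; values of inactives mirror those of a sister screen read the other way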
# Calb biofilm kill: kills Candida albicans biofilms; C. albicans biofilm + clotrimazole, Alamar Blue; inhibition, % at 6 µM; 85,000 compounds, 0.14% hits;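 active means inhibition above 20%; inactive means inhibition below 20%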;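 further: preformed 24 hr biofilms exposed to compound for 48 hr; 0% = biofilm without compound and 100% = blank killed by clotrimazole plus chlorhexidine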
# VCAM1 TNFa inh: reduces TNF alpha induced VCAM1 expression in HUVEC; HUVEC TNFa-induced VCAM-1 immunofluorescence, high-content imaging; inhibition, % at 2 µM; 95,000 compounds, 0.48% hits; AID 802;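 active means inhibition above the batch mean plus 3 SD, with images confirmed as a hit by eye, cut at about 37% in these data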;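 further: 0% = TNF-stimulated DMSO wells and 100% = unstimulated control wells; not every result past the cut was called active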
# CYP2C9 inh: human CYP2C9 inhibition; P11712; CYP2C9 Supersomes, luciferin-H conversion, luminescence; inhibition, % at 5 µM; 96,000 compounds, 20% hits; AID 777;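 active means blocking of liver enzyme CYP2C9 beyond about 50% at 5 µM, limit read from the data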; further: values of inactives mirror those of a sister screen read the other way
# * marks the source's active call; other numbers are inactive results; / = no result given.
SMILES,CYP2C9 act,DAT uptake mod,CYP2C19 inh,IL1B cytotox,TNFa cytotox,CYP2C19 act,Calb biofilm kill,VCAM1 TNFa inh,CYP2C9 inh
O=c1cc(-c2ccccc2)n(S(=O)(=O)c2ccccc2)o1,1.1,-0.12,52*,-4,-22,0.5,5,10,-7
Cc1ccc(CS(=O)(=O)CCC(=O)NCCC(C)C)cc1,0.8,-0.22,11,5,6,0.9,9,3,15
CSc1ccc(/C=N\NC(=O)COc2ccc(Cl)cc2Br)cc1,0.6,0.3,76*,0,-14,0.2,/,-9,36
N=c1sccn1CC(=O)Nc1cccc(Oc2ccccc2)c1,1.1,0.013,-2,-13,-57,1,7,-25,-6
CCOc1ccccc1NC(=O)c1cccc(NC(=O)c2ccco2)c1,1.9,0.29,76*,12,-11,0.2,9,15,-91
Cc1c(NC(=O)C2CCN(S(=O)(=O)c3ccc(Cl)cc3)CC2)c(=O)n(-c2ccccc2)n1C,0.7,-0.18,-7,3,-9,1.1,7,-5,26
NC(=O)C1CCN(c2nc(-c3ccccc3)nc3c2oc2ccccc23)CC1,0.9,-0.77,4,-28,-18,1,-7,-22,14
Cc1cc(Oc2ccc(C#N)cc2)nc(NCc2ccccc2)n1,0.9,0.93,11,11,-4,0.9,-6,-6,9
CCc1nn(C)c(-c2n[nH]c(=S)n2N)c1Cl,1.1,-0.51,-10,18,10,1.1,/,-6,-7
CCN(CC)C(=O)c1ccccc1NS(=O)(=O)c1ccc(C)cc1,0.8,-0.86,49,15,-4,0.5,0,0,22
CCOC(=O)Cc1csc(NC(=O)CSc2nncn2C)n1,/,2,/,-3,-6,/,5,4,/
O=C(Nc1cc(N2CCOCC2)ncn1)NC1(C(F)(F)F)Oc2ccccc2O1,/,-1.4,/,-20,/,/,8,3,/
Cc1cc(NC(=O)CSc2nc3ccccc3c(=O)n2C(C)c2ccccc2)no1 (stereo unspecified),0.9,1.2,82*,24,-18,0.2,-4,2,14
O=C(Nc1cccnc1)c1cc(-c2cccnc2)nc2ccc(Br)cc12,0.7,-0.26,14,-7,-26,0.9,/,-21,26
COc1cc2c3c(c1)/C(=C1/SC(NC(C)=O)=NC1=O)C(=O)N3C(C)(C)C=C2C,0.7,-0.037,6,-9,0,0.9,3,2,28
Cc1cc(NS(=O)(=O)c2ccc(NC(=O)C(CC(C)C)N3C(=O)c4ccccc4C3=O)cc2)nc(C)n1 (stereo unspecified),0.7,0.52,-7,/,-21,1.1,12,12,33
CCOc1ccccc1/C=N/NC(=O)c1ccc(Cn2cc([N+](=O)[O-])cn2)o1,1.1,0.2,29,-16,-9,0.7,/,4,-11
O=C(COc1ccccc1)Nc1ccc(Cl)c(-c2nc3ncccc3o2)c1,/,-0.7,/,-158,-5,/,4,-7,/
Cn1c(=O)c2ncn(CC(=O)NC3CCCCCC3)c2n(C)c1=O,1,0.34,-6,-10,2,1.1,4,13,1
O=C(Cc1ccccc1)Nc1ccccc1N1CCN(c2ccccc2)CC1,0.9,0.04,16,-6,-7,0.8,4,-12,14
CCOC(=O)Cc1csc(NC(=O)CN(C)S(=O)(=O)c2cccc3cccnc23)n1,0.1,0.41,90*,-6,-11,0.1,4,18,92*
Cn1cnnc1SCc1nc(N)nc(Nc2ccccc2)n1,1.1,0.28,-7,-4,16,1.1,5,9,-6
CCOc1ccc2nc(NS(=O)(=O)c3ccc4c(c3)n(C)c(=O)n4C)sc2c1,0,0.37,44,35,17,0.6,5,5,98*
Cc1cc(-n2c(C)cc(C(=O)CSc3nnnn3-c3ccccc3)c2C)no1,0.8,0.1,43,5,-42,0.6,-4,14,23
C=CCn1c(SCC)nc2sc3c(c2c1=O)CCc1ccccc1-3,0.7,-0.81,9,-36,11,0.9,/,2,27
# Further compounds
SMILES,CYP2C9 act,DAT uptake mod,CYP2C19 inh,IL1B cytotox,TNFa cytotox,CYP2C19 act,Calb biofilm kill,VCAM1 TNFa inh,CYP2C9 inh
Cc1cccc(C2Nc3ccccc3C(=O)N2CCc2ccccc2)n1 (stereo unspecified),0.4,-0.003,61*,21,-40,0.4,/,-30,61*
CC1CC2(C)Oc3ccccc3C3OCC1(CO)C(C)C32 (stereo unspecified),1.2,0.21,18,-1,-32,0.8,7,3,-21
COc1ccccc1-c1cc(C(=O)Nc2c(C)n(C)n(-c3ccccc3)c2=O)no1,2.6*,1.6,-1,-21,-16,1,1,1,-159
Cc1cc(/C=C(\C#N)C(=O)Nc2ccc(F)cc2)c(C)n1-c1ccc(N2CCOCC2)c([N+](=O)[O-])c1,0.6,0.019,33,-2,-5,0.7,/,2,44
COc1cccc(-c2cc(C(=O)O)[nH]n2)c1,1,-1.6,11,-9,-20,0.9,3,12,2
COCCNC(=O)COc1ccc(Oc2ccccc2)cc1,0.9,0.00032,22,-8,-3,0.8,8,7,7
CCOC(=O)C1C(c2ccc(O)c(OCC)c2)NC(=S)NC1(O)C(F)(F)F (stereo unspecified),1.1,-0.77,-8,-12,-3,1.1,/,5,-9
CCCOc1ccc(C(CC(=O)O)NC(=O)c2cccs2)cc1 (stereo unspecified),0.7,0.98,-11,16,-15,1.1,2,1,26
CC(Cl)C(=O)Nc1ncc(C(F)(F)F)cc1Cl (stereo unspecified),0.9,-0.87,-20,12,-28,1.2,/,6,10
Cc1c(NC(=O)OCc2ccccc2)c(=O)n(-c2ccccc2)n1C,1.1,0.54,-1,3,-34,1,12,11,-10
CNC(=O)c1cccc(N2CCCC2=O)c1,1.2,-0.0042,-23,-56,-16,1.2,6,14,-23
CCOC(=O)C1C(=O)CC(C)(O)C(C(=O)OCC)C1c1ccc2c(c1)OCO2 (stereo unspecified),/,-0.8,/,-103,-18,/,0,6,/
CCCCn1c(SCC(=O)Nc2nccs2)nc2ccccc2c1=O,0.8,-0.012,8,-15,-44,0.9,/,20,18
COc1cccc2cc(-c3cn4ccc(C)cc4n3)c(=O)oc12,/,-0.00055,/,-54,-30,/,6,-21,/
CC1(C)CC(=O)C2=C(C1)NC(SCC(=O)Nc1ccccc1)=C(C#N)C21CCCCC1,0.5,-0.17,47,-49,-23,0.5,9,10,48
O=C(Cn1cc2c(n1)CCCC2)N1CCCC1,1.1,0.38,0,3,-28,1,4,-5,-10
CCN(CC)S(=O)(=O)c1cc([N+](=O)[O-])ccc1NNC(=O)Nc1ccc(F)cc1,0.9,0.0054,6,-12,-37,0.9,/,-4,13
Cc1cc(C(=O)NC(C)c2ccc3c(c2)OCO3)cs1 (stereo unspecified),0.4,-0.82,90*,-17,-30,0.1,0,6,60*
COc1ccc(N2CCN(CCCNC(=O)c3cc4sccc4n3C)CC2)cc1,0.9,-1.1,18,-32,-4,0.8,8,5,13
COCCN1C(=O)C(=O)/C(=C(/O)c2ccc3c(c2)OCCO3)C1c1ccc(C(=O)OC)cc1 (stereo unspecified),1.1,0.24,-24,-26,-5,1.2,-5,4,-6
CSc1nc(-c2ccccc2)nn1C(=O)c1ccccc1,1,-0.69,39,-6,-8,0.6,/,12,3
CC1(C)Cc2c(C#N)c(SCCC#N)nc(N3CCOCC3)c2CS1,0.1,1.6,51*,/,/,0.5,5,/,92*
COc1ccc(C2(CNC(=O)C(c3ccccc3)c3ccccc3)CCOCC2)cc1OC,/,0.63,/,-4,10,/,5,1,/
CC(C)(C)NC(=O)C(c1ccco1)N(C(=O)Cn1nnc(-c2ccc(F)cc2)n1)c1ccccc1 (stereo unspecified),/,/,/,-19,-24,/,6,19,/
Cc1nn(-c2ccc(Cl)c(Cl)c2Cl)c(=O)c2ccccc12,0.5,0.16,71*,4,1,0.3,8,6,54*

# Ordered by molar mass (high to low): 7 of the compounds above.
SMILES,CYP2C9 act,DAT uptake mod,CYP2C19 inh,IL1B cytotox,TNFa cytotox,CYP2C19 act,Calb biofilm kill,VCAM1 TNFa inh,CYP2C9 inh
CC(C)(C)NC(=O)C(c1ccco1)N(C(=O)Cn1nnc(-c2ccc(F)cc2)n1)c1ccccc1 (stereo unspecified),/,/,/,-19,-24,/,6,19,/
CC1(C)Cc2c(C#N)c(SCCC#N)nc(N3CCOCC3)c2CS1,0.1,1.6,51*,/,/,0.5,5,/,92*
CCCCn1c(SCC(=O)Nc2nccs2)nc2ccccc2c1=O,0.8,-0.012,8,-15,-44,0.9,/,20,18
Cc1cccc(C2Nc3ccccc3C(=O)N2CCc2ccccc2)n1 (stereo unspecified),0.4,-0.003,61*,21,-40,0.4,/,-30,61*
Cc1nn(-c2ccc(Cl)c(Cl)c2Cl)c(=O)c2ccccc12,0.5,0.16,71*,4,1,0.3,8,6,54*
Cc1c(NC(=O)OCc2ccccc2)c(=O)n(-c2ccccc2)n1C,1.1,0.54,-1,3,-34,1,12,11,-10
CC1CC2(C)Oc3ccccc3C3OCC1(CO)C(C)C32 (stereo unspecified),1.2,0.21,18,-1,-32,0.8,7,3,-21

# Other structures.
SMILES,CYP2C9 act,DAT uptake mod,CYP2C19 inh,IL1B cytotox,TNFa cytotox,CYP2C19 act,Calb biofilm kill,VCAM1 TNFa inh,CYP2C9 inh
CCOc1ccc(C(=O)NCC(=O)OC(C)C(=O)NCc2ccco2)cc1OCC (stereo unspecified),1.1,-0.62,44,-23,-12,0.6,-5,-8,-6
COCCOc1nc2c(c(=O)n(C)c(=O)n2C)n1Cc1cccc(OC)c1,0.6,-0.31,12,-97,0,0.9,2,-8,36
O=C(CS(=O)(=O)Cc1ccccc1)N1CCN(Cc2ccc3c(c2)OCO3)CC1,0.8,0.2,22,-13,-7,0.8,-1,20,23
Cc1cnc(NC(=O)CSc2nnc(-c3ccccc3)o2)s1,/,-0.61,/,-1,-5,/,6,20,/
Cc1ccc(NC(=O)c2ccccc2F)nc1,1,0.016,17,-16,-15,0.8,7,-2,3
COn1c(=S)[nH]c2ccccc2c1=O,1.1,-1.1,-3,-69,-37,1,3,18,-6
Cc1ccc(Cn2ccc(NC(=O)c3noc4c3CCc3ccccc3-4)n2)cc1,1.7,-1.7,-10,-3,-34,1.1,8,-14,-67
CCCCCn1ccc(=N)cc1,1.1,-0.94,-3,-36,-4,1,8,2,-5
COC(=O)CSc1ccc2nnc(-c3ccc(F)cc3)n2n1,0.5,-0.34,4,-12,-20,1,5,16,50
CCn1c(SCC(=O)Nc2nc(C)c(C)s2)nnc1-c1ccco1,0.6,1.5,80*,1,-16,0.2,3,-4,42
CCOC(=O)N1CCC(N2Cc3cccc(C(=O)NCC4CCN(CC(C)C)C4)c3C2=O)CC1 (stereo unspecified),0,-1.4,86*,19,-20,0.1,8,28,96*
Cc1nc2ccc(C(C(F)(F)F)(C(F)(F)F)C(F)(F)F)cc2[nH]1,0.4,-1.1,42,5,/,0.6,2,/,63*
CN(CC(=O)NCc1ccc(Cl)cc1)S(=O)(=O)c1cccc2cccnc12,1.7,1.9,45,-4,-15,0.5,4,21,-72
CCOC(=O)c1[nH]c2ccccc2c1CCCN1C(=O)c2ccccc2C1=O,0.1,0.0045,79*,-4,-22,0.2,6,16,86*
CCN(CC)S(=O)(=O)c1ccc(S(=O)(=O)N(CC(=O)Nc2ccccc2)CC2CCCO2)cc1 (stereo unspecified),/,0.006,/,4,3,/,3,14,/
